A549 tox = Nrf2 qHTS screen for inhibitors: counterscreen for cytotoxicity. 0.16% of 390,000 active. Potency, µM (series often up to 46 µM), for the others: at the highest dose activity change, negative = cytotoxicity, hits mostly inhibitors. A549 ARE-Fluc cells, CellTiter-Fluor viability, 18-24 h; also: potency is read from the fitted curve at half-maximal effect; % is scaled to controls: 0 for no effect and ±100 for the full control effect
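A549 ARE-Fluc cells in 5% FBS OPTI-MEM, 5000 cells/well, rested 2 h then exposed to compounds in concentration-response for 18-24 h at 37 °C. Viability by CellTiter-Fluor fluorescence (Ex 405/Em 525) after 30 min; luciferase luminescence (BugLite, 15 min, RT) read afterwards.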
TGFb SMAD3 inh = qHTS for Inhibitors of TGF-b | HepG2 CAGA-GFP TGF-b/SMAD3 reporter, GFP fluorescence, 18 h; TGF-beta stimulated, 500 pg/mL final | Potency, µM (titrated, usually from 46.1 µM), without a hit: at the highest dose activity, negative = inhibition, actives largely listed as inhibitors | 1.2% of 410,000 active | AID 588855, 2011; also: potency is read from the fitted curve at half-maximal effect; % is scaled to controls: 0 for no effect and ±100 for the full control effect; nearly all actives have a fitted effect of over 65% in size
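GFP signal (ex488/em500-530) from TGF-beta-stimulated HEPG2 CAGA-GFP cells, 500 pg/mL final, 18 h at 37 degrees C in DMEM plus 1% FBS, normalized to unstimulated and DMSO-stimulated controls.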
Abeta rescue = qHTS for compounds that reverse cellular toxicity of Amyloid beta (A-beta) peptide in yeast: Primary Screen; yeast expressing A-beta42, growth rescue, OD600, 48 h; response scale: 0% DMSO, 100% iron-clioquinol control; Potency, µM (highest dose often 46.1 µM), for the others: at the highest dose growth rescue, actives largely listed as activators; 0.063% of 410,000 active; AID 1347071, 2019; also: potency is read from the fitted curve at half-maximal effect; nearly all actives have a fitted effect of over 55% in size
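Growth rescue measured by 600 nm absorbance after 48 h yeast culture at 30 C with compound. Values normalized between DMSO and an equimolar ferric chloride plus clioquinol control.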
Nrf2 block = Nrf2 qHTS screen for inhibitors; Potency, µM (titrated, usually from 46 µM), for inactives: at the top dose activity change, negative = inhibition, actives largely listed as inhibitors; 2.1% of 360,000 active; A549 ARE-Fluc reporter, luciferase luminescence, 18-24 h; also: potency is read from the fitted curve at half-maximal effect; % is scaled to controls: 0 for no effect and ±100 for the full control effect; nearly all actives have a fitted effect of over 60% in size
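Quantitative HTS in A549 cells stably bearing an antioxidant response element-firefly luciferase construct. Inhibition of Nrf2-driven transcription was scored by luminescence after 18-24 h of compound exposure at 37 °C.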
Mm-Cpn inhibitor = Inhibitors of TCP-1 ring complex (TRiC) of Methanococcus maripaludis (MmCpn): qHTS. 0.031% of 330,000 active. purified Mm-Cpn ATPase, ADP Transcreener TR-FRET. Chaperonin Mm-Cpn (Methanococcus maripaludis). Potency, µM (highest dose often 76.9 µM), for the others: at the top dose activity, negative = inhibition, actives largely listed as inhibitors. AID 504842, 2011; also: potency is read from the fitted curve at half-maximal effect; % is scaled to controls: 0 for no effect and ±100 for the full control effect; nearly all actives have a fitted effect of over 80% in size
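Purified archaeal Mm-CPN (25nM final) preincubated 10 min at 37degC with compound, then 10uM ATP for 30 min at 37degC; ADP measured by HTRF Transcreener TR-FRET; buffer 30 mM TRIS pH 7.4, 100mM KCl, 5mM MgCl2, 1mM DTT.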
CCT modulator = High-Throughput Screening for Modulators of Cytosolic Chaperonin Activity. purified chaperonin ATPase assay, HTRF ADP detection, 30 min. activity change, % (concentration not given with the values), hits read low. 0.3% of 360,000 active. AID 651819, 2012; in the data active = activity change below about -30%; also: % is scaled to controls: 0 for no effect and ±100 for the full control effect
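First, chaperonin was dispensed at 40 nM or 20 nM final depending on batch activity. Next, compounds were pinned at 76 uM and ATP added at 10 uM. After 30 min at 37 °C, ADP detection reagents ran 30 min at ambient temperature.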
HepG2 viability = qHTS for Inhibitors of TGF-b: Cytotox Counterscreen | HepG2 CAGA-GFP viability, ATP luminescence, 18 h | Potency, µM (titrated, usually from 46.1 µM), for inactives: top-dose activity change, negative = cytotoxicity, hits mostly cytotoxic | 0.76% of 410,000 active; also: potency is read from the fitted curve at half-maximal effect; some results filed as inactive show a strong effect at the top dose
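HepG2 CAGA-GFP cells (1000/well, DMEM with 1% FBS) received compound, then TGF-beta at 500 pg/mL final, and were incubated 18 hours at 37 degrees C. Viability was read by CellTiter-Glo luminescence. Media-only wells were set as complete cell-killing and DMSO as no toxicity.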
Nrf2 ARE act = qHTS of Nrf2 Activators; AREc32 ARE-luciferase reporter (MCF7-derived line), luminescence, 24 h; Potency, µM (series often up to 46.1 µM), inactives show at the top dose activation, actives largely listed as activators; 0.31% of 410,000 active; also: potency is read from the fitted curve at half-maximal effect; % of control where 0% means no effect; nearly all actives have a fitted effect of over 65% in size
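Luminescent ARE reporter assay in AREc32_Fluc cells: overnight plating at 37 deg C, 24 hr compound incubation, Steady-Glo added, 30 min RT before reading.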
pAkt inh = HTS Assay for Inhibitors of Akt Phophorylation: Primary Screen; Neuro2A IGF-stimulated pAkt S473 HTRF, 20 min; active compounds read low; activity change, % for hits at 50 µM; 0.32% of 360,000 active; in the data active = activity change below about -80%; inconclusive = mostly about -51% to -80%; also: % is scaled to controls: 0 for no effect and ±100 for the full control effect
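Single-point screen (50 µM final compound) in Neuro2A cells stimulated 20 min with 6 nM IGF at 37 deg C. After lysis, Ser473-phosphorylated Akt read by HTRF (ex 330 nm, em 615/665 nm) as the 665/615 ratio.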
Numbers without * were called inactive; i = inactive; ? = inconclusive; . = no result given; & = joins results of further samples; [ ] = another dose, or the depositor's remark. Unless noted, calls follow the shape of the dose curve; as a rule, active = well fitted curve in the direction sought with a large enough effect; inconclusive = small, poorly fitted or top-dose-only effect, or another doubt; inactive = no such curve, though single readings can be large; an effect the other way counts as inactive or inconclusive. An excerpt; the hit share may differ from the screen's.

[1] O=C(c1ccccc1)C1CCCN(Cc2nc(-c3cnccn3)no2)C1 (configuration not stated)
[2] C=CCOC(=O)COc1cc(C)cc2oc(=O)c3c(c12)CCC3
[3] CC1=CC(=Cc2sc3ccccc3[n+]2C)C=C(C)O1
[4] Cc1ccc(-n2c(O)c(/C=C/C=Nc3ccccc3)c(=O)[nH]c2=O)cc1
[5] Fc1ccc2c(c1)nnn2C1CCN(Cc2ccccc2)CC1
[6] CCc1ccccc1NC(=O)C1CCCN(c2ncnc3onc(C)c23)C1 (configuration not stated)
[7] N=C1C(c2ccccc2)=C(O)CN1Cc1ccco1
[8] CC(=O)OC1(Cc2ccccc2)CN2CCC1c1ccccc12 (configuration not stated)

Screen / compound no.	1	2	3	4	5	6	7	8
A549 tox	-13%	-10%	2.6µM*	-11%	-1%	-13%	0%[1.84 µM]	-2%
TGFb SMAD3 inh	5%	?	?	98%[activator]	11%	-15%	34%[activator]	-23%
Abeta rescue	-4%	-9%	-25%	9%	3%	3%	-1%	15%
Nrf2 block	-4%	15%	?	15%	-16%	?	-5%	1%
Mm-Cpn inhibitor	1%	-1%	-6%	-2%	3%	.	-1%	0%
CCT modulator	2.5	1.1	-0.5	-0.6	1.4	.	-2.4	1.6
HepG2 viability	-5%	4%	-44%	20%	-20%	4%	-10%	2%
Nrf2 ARE act	-0.5%	-0.6%	-0.5%	-0.2%	-0.1%	0.6%	0.5%	0.2%
pAkt inh	i	i	i	i	i	.	i	i

Three structures out of the list, ordered by length of the SMILES, smallest number first.
[7] N=C1C(c2ccccc2)=C(O)CN1Cc1ccco1
[3] CC1=CC(=Cc2sc3ccccc3[n+]2C)C=C(C)O1
[1] O=C(c1ccccc1)C1CCCN(Cc2nc(-c3cnccn3)no2)C1 (configuration not stated)

Screen / compound no.	7	3	1
A549 tox	0%[1.84 µM]	2.6µM*	-13%
TGFb SMAD3 inh	34%[activator]	?	5%
Abeta rescue	-1%	-25%	-4%
Nrf2 block	-5%	?	-4%
Mm-Cpn inhibitor	-1%	-6%	1%
CCT modulator	-2.4	-0.5	2.5
HepG2 viability	-10%	-44%	-5%
Nrf2 ARE act	0.5%	-0.5%	-0.5%
pAkt inh	i	i	i

Next structures follow:
[9] COc1ccc(NC(=O)Nc2cccc3c2O[C@H](CN(C)C(=O)NC2CCCCC2)[C@@H](C)CN([C@H](C)CO)C3=O)cc1
[10] CCOC(=O)c1ccc(NC(=O)Nc2cc3c(cc2N2CCCCC2)n(CC)c(=O)n3CC)cc1
[11] COc1ccc(C(=O)NCCn2cc(SC(C)c3ccccc3)c3ccccc32)cc1OC (configuration not stated)
[12] CCN(CC)P(=O)(/C=C(\Cl)c1ccccc1)/C=C(\Cl)c1ccccc1
[13] COc1cc(C)c(CNCCc2c[nH]c3ccccc23)cc1C
[14] O=[N+]([O-])c1cccc(C2N3CCCN23)c1 (configuration not stated)
[15] COC(=O)C1=C(c2ccc(F)cc2OCc2ccccc2)C[C@@H]2CC[C@H]1N2C(=O)NCCNC(C)=O
[16] CCCc1nc2ccc(Br)cc2c(=O)n1-c1ccc([N+](=O)[O-])c(C(F)(F)F)c1

Screen / compound no.	9	10	11	12	13	14	15	16
A549 tox	-3%	-12%	-19%	0%	-3%	-10%	1%	-23%
TGFb SMAD3 inh	?	?	?	0%	?	16%	-1%	7.1µM*
Abeta rescue	-8%	0%	-8%	1%	-6%	-12%	-6%	-11%
Nrf2 block	18%	?	23µM*	11%	-2%	-37%	12%	21µM*
Mm-Cpn inhibitor	-1%	.	.	-2%	0%	-3%	0%	1%
CCT modulator	-2.3	.	.	-1.1	-0.3	0.7	0.3	-4.4
HepG2 viability	-21%	-2%	-20%	0%	11µM*	-1%	-19%	-31%
Nrf2 ARE act	0.5%	4.6%	0.7%	0.3%	-3.3%	-0.5%	-0.8%	6.2%
pAkt inh	i	.	.	i	i	i	i	i

[17] O=C(CN1CCCC1)Nc1ccc(Cl)cc1C(=O)c1ccccc1
[18] CC(C)OCC(O)CN1CC2C[C@@H](C1)Cn1c2cccc1=O (some centres not stated)
[19] CCOP(=S)(OCC)C(O)CCCCCn1c(=O)c(F)cn(C2CCCO2)c1=O (configuration not stated)
[20] Cc1ccc(N2C(=O)NC(=O)/C(=C/c3cnn(-c4ccc(C)cc4)c3)C2=O)cc1
[21] Clc1ccc(CSC(Cn2ccnc2)c2ccc(Cl)cc2Cl)cc1 (configuration not stated)
[22] CC(C)(C)N1C(=O)NC(=O)/C(=C\c2ccc3c(c2)CCN3CCCCl)C1=O
[23] Cc1cc(C)c(Cn2c(C(=O)O)c(C=O)c3ccccc32)c(C)c1
[24] O=[N+]([O-])c1ccc(N2CCOCC2)c2c1no[n+]2[O-]

Screen / compound no.	17	18	19	20	21	22	23	24
A549 tox	5%	-6%	1%	1%	-1%	-9%	-7%	.
TGFb SMAD3 inh	-6%	8%	-28%	8%	?	16%	5%	3.2µM*
Abeta rescue	-9%	-1%	-10%	17%	-73%[inhibitor]	10%	22%	-79%[inhibitor]
Nrf2 block	-18%	8%	0%	?	?	-11%	-6%	.
Mm-Cpn inhibitor	-6%	-7%	0%	2%	-1%[15.4 µM]	-2%	2%	.
CCT modulator	1.3	0.8	-0.2	-7.1	-0.8	1.3	-0.6	-2.6
HepG2 viability	-11%	-2%	-5%	-3%	-100%	10%	-3%	-101%
Nrf2 ARE act	-0.2%	-0.7%	0.4%	3.0%	6.4%	3.0%	-0.8%	-5.1%
pAkt inh	i	i	i	i	i	i	i	i

[25] COc1cc(Br)c(CNCCc2ccc3c(c2)OCO3)cc1OC
[26] Cc1ccccc1-n1c(O)c(C(c2ccncc2)c2c(O)n(-c3ccccc3C)c(=O)[nH]c2=O)c(=O)[nH]c1=O
[27] O=C(Oc1ccc2ccc(OC(=O)N3CCOCC3)cc2c1)N1CCOCC1
[28] CN1C[C@H]2CON(C)[C@H]2C[C@H]1c1cccc(Br)c1
[29] COc1ccc2c3c1OC1C(=O)CC[C@@]4(O)[C@@H](C2)N(CC2CC2)CC[C@]314 (some centres not stated)
[30] CCOc1cc2c(cc1OCC)-n1cccc1C(c1cccc(F)c1)NC2 (configuration not stated)
[31] CCCCCCCSc1cc(OC)c(CCN(C)C)cc1OC
[32] Cc1[nH]c2c(Cl)cccc2c1CCN

Screen / compound no.	25	26	27	28	29	30	31	32
A549 tox	17%	-1%&0%	-1%	2%	1%	-3%	1%	-20%
TGFb SMAD3 inh	-21%	-2%&-1%	3%	5%	-5%	-2%	?	-3%
Abeta rescue	12%	2%&-3%	5%	-7%	-5%	1%	-20%	-4%
Nrf2 block	16%	2%&-3%	2%	11%	5%	-22%	1%	?
Mm-Cpn inhibitor	-1%	-7%&1%	0%	.	1%	-1%	-1%	1%
CCT modulator	-1.9	1.8&0.0	0.7	-2.6	-1.1	-0.4	-0.5	-0.6
HepG2 viability	-39%	3%&29%	2%	-9%	-1%	-13%	-121%	-21%
Nrf2 ARE act	0.6%	-0.4%&0.2%	-0.5%	-1.1%	-0.8%	2.2%	-1.1%	0.2%
pAkt inh	i	i	i	i	i	i	i	i

[33] O=C(c1ccc(CNS(=O)(=O)c2ccccc2)cc1)N1CCC2(CC1)OCCO2
[34] CCc1ccc(NP(=O)(Oc2ccccc2F)Oc2ccccc2F)cc1
[35] CN(C)/C=C/C(=O)C(Cl)(Cl)Cl
[36] COC(=O)C1=C(c2c(C)noc2C)C[C@@H]2CC[C@H]1N2C(=O)NC1CCCCC1
[37] CCN1C(=O)C(=C2C=C(C)OC(C)=C2)C(=O)N(CC)C1=S
[38] Fc1ccccc1CCNCc1cccc2ccccc12
[39] CCN1CCN(Cc2cc(Br)ccc2O)CC1
[40] CC(=NCc1ccco1)c1c(O)n(-c2ccccc2)c(=O)[nH]c1=O
[41] CCC(=NCc1cccnc1)c1c(O)n(-c2ccccc2)c(=O)[nH]c1=O
[42] N#Cc1cc([N+](=O)[O-])ccc1NC(=O)c1cccn(Cc2cccc(F)c2)c1=O
[43] C=CC[C@@H](C)CC(=O)C(CCCN=[N+]=[N-])SOOc1ccccc1 (some centres not stated)

Screen / compound no.	33	34	35	36	37	38	39	40	41	42	43
A549 tox	-5%	-12%	5%	-2%	-1%	14%	4%	-9%	0%	7%	1%
TGFb SMAD3 inh	-9%	18µM*	1%	-11%	-1%	?	2%	?	1%	6%	?
Abeta rescue	-5%	27%	-2%	-10%	12%	0%	8%	-2%	4%	-19%	1%
Nrf2 block	-9%	2%	-1%	8%	6%	4%	24%	?	-2%	.	-2%
Mm-Cpn inhibitor	-4%	0%	-2%	4%	-1%	-1%	1%	-1%	-4%	.	0%
CCT modulator	1.6	-5.7	-0.3	-0.6	-3.3	0.7	2.0	-0.7	-3.5	.	-1.5
HepG2 viability	-22%	-104%	-6%	-3%	11%	-47%	-26%	-1%	9%	-15%	-14%
Nrf2 ARE act	-0.6%	3.2%	-0.4%	-0.7%	-0.7%	0.8%	-0.4%	0.3%	-0.1%	-1.0%	-0.5%
pAkt inh	i	i	i	i	i	i	i	i	i	.	i
